# Growth percent in the NCI-60 one-dose screen (48 h, 10 µM unless noted): 100 = growth as untreated, 0 = no growth, -100 = all killed.
# COLO 205: COLO 205 colon cancer; actives 7.3% (n = 79,000); AID 1794742
# NCI-H226: NCI-H226 lung cancer | actives 3.5% (n = 79,000)
# A498: A498 renal cancer cells | actives 5.4% (n = 76,000)
# NCI-H460: NCI-H460 lung cancer. actives 6.8% (n = 82,000)
# RXF 393: RXF 393 renal cancer cells | actives 6.9% (n = 77,000) | AID 1794773
# HT29: HT29 colon cancer. actives 7.4% (n = 81,000). AID 1794748
# NCI-H522: NCI-H522 lung cancer; AID 1794739; actives 8% (n = 78,000)
# NCI-H23: NCI-H23 lung cancer. actives 4% (n = 80,000). AID 1794731
# NCI-H322M: NCI-H322M lung cancer | actives 2.7% (n = 80,000)
# Starred values were filed as active, the others as inactive; nt = not tested or not shown. How the source made its calls: active means growth percent below 10; inactive means the rest. Outcome played no part in choosing rows (roughly 12% active in at least one column).
SMILES,COLO 205,NCI-H226,A498,NCI-H460,RXF 393,HT29,NCI-H522,NCI-H23,NCI-H322M
C[n+]1ccccc1/C=C\c1c[nH]c2ccccc12,58,91,23,96,97,98,100,nt,104
COc1ccc(NC(=O)CCn2cnc3c(cc(-c4ccccc4)n3-c3ccccc3)c2=O)cc1,114,89,108,92,64,102,45,86,109
N#C/C(=C\c1ccc(-c2ccccc2)o1)c1ccccc1,107,74,72,97,86,90,81,76,91
COc1cc(/C(=C2/C=Nc3ccccc32)c2c[nH]c3ccccc23)ccc1O,106,85,110,94,54,104,75,88,105
CCOC(=O)C1=C(C)NC(SCc2cc(=O)oc3ccc(F)cc23)=N[C@@H]1c1cccc2ccccc12,108,103,nt,105,117,98,85,94,102
CCC(=O)C[n+]1cccc2c3ccccc3ccc21,80,102,103,98,110,100,94,97,91
O=C1CCCN1C1CCN2CCCc3cccc1c32 (stereo unspecified),110,111,99,110,128,94,84,105,114
COc1ccc(/C(=C\c2cc(OC)c(OC)c(OC)c2)C(=O)N2CCNCC2)cc1,113,94,86,105,99,96,79,102,99
O=C(NNC(=S)NCCc1ccccc1)c1ccc(OCc2nc3ccc(Cl)cc3[nH]2)cc1,131,98,166,82,93,100,79,66,89
Cc1ccc(S(=O)(=O)/N=C2\NC(=O)/C(=C\c3ccccc3)S2)cc1,nt,109,11,119,119,109,85,108,115
CCOC(=O)NC(NC(=O)OCC)C(Cl)CC (stereo unspecified),130,105,109,110,113,108,101,107,109
NCCCNc1nc(-c2ccncc2)nc2sc3c(c12)CCCCC3,82,75,76,77,71,81,86,88,90
Cc1c(NC(=O)CSc2nc3sc4c(c3c(=O)n2-c2ccc(Cl)cc2)CCCC4)c(=O)n(-c2ccccc2)n1C,106,108,63,97,104,101,97,nt,95
Fc1ccc(N2CCN(/C(=N\c3sc(-c4ccccc4)nc3-c3ccccc3)c3ccccc3)CC2)cc1,113,94,104,112,107,88,80,100,110
C[C@H]1[C@H](NC(=O)/C(=N/OC(C)(C)C(=O)O)c2csc(N)n2)C(=O)N1S(=O)(=O)O (stereo in doubt),115,111,107,117,126,95,90,98,101
N#CCCNc1ccc2c(c1)C(=O)c1ccccc1-2,108,90,92,110,nt,95,86,95,103
CCN(CC)CCn1nc2c3c(cccc3c1=O)-c1ccccc1-2,16,-40*,24,3.4*,24,16,11,24,31
CC(=O)Nc1cccc(-c2[nH]c3ccccc3c2C=O)c1,101,80,95,98,93,101,91,88,105
C=C(C)[C@@H]1CC[C@]2(C(=O)O)CC[C@]3(C)[C@H](CC[C@@H]4[C@@]5(C)C/C(=C/c6cc(C(F)(F)F)cc(C(F)(F)F)c6)C(=O)C(C)(C)[C@@H]5CC[C@]43C)[C@@H]12,89,72,85,78,95,82,66,74,83
COc1ccc2oc(=O)cc(C3OC4=C(C(=O)CCC4)C3c3cc(=O)oc4ccc(C)cc34)c2c1 (stereo unspecified),119,101,104,103,113,93,75,100,95
CCCCNc1nc2ccccc2n2c1nc1ccccc12,110,91,104,105,110,103,95,96,102
C=CCn1c(O)c(N=Nc2nc(-c3cc4ccccc4oc3=O)cs2)c2cc(Br)ccc21,124,84,105,107,nt,118,96,92,96
Cc1ccc(C(C)(C)C)cc1,123,103,89,111,116,112,97,105,96
COc1ccc2c(c1)C(O)C(CO)C(C(=O)O)C2 (stereo unspecified),100,106,nt,111,123,110,nt,103,124

# One compound at a time, from the list above:
# `CCOC(=O)NC(NC(=O)OCC)C(Cl)CC` (stereo unspecified) is entered as COLO 205 = 130; NCI-H226 = 105; A498 = 109; NCI-H460 = 110; RXF 393 = 113; HT29 = 108; NCI-H522 = 101; NCI-H23 = 107; NCI-H322M = 109
# `CCOC(=O)C1=C(C)NC(SCc2cc(=O)oc3ccc(F)cc23)=N[C@@H]1c1cccc2ccccc12` is entered as COLO 205 = 108; NCI-H226 = 103; A498 = nt; NCI-H460 = 105; RXF 393 = 117; HT29 = 98; NCI-H522 = 85; NCI-H23 = 94; NCI-H322M = 102

# Next section:
SMILES,COLO 205,NCI-H226,A498,NCI-H460,RXF 393,HT29,NCI-H522,NCI-H23,NCI-H322M
O=C(CCCCCNC(=O)c1ccc[nH]1)Nc1ccccc1,116,93,64,103,113,103,93,97,97
CN1C(=O)NC(c2ccc(Cl)cc2)(c2ccc(Cl)cc2)C1=O,122,94,110,111,62,93,108,98,119
O=C(N=Nc1c(O)[nH]c2ccccc12)c1cnc2n(c1=O)CCCCC2,115,97,nt,109,98,107,89,99,100
Cc1cc(O)cc(=O)o1,112,99,nt,108,nt,106,100,91,105
O=C(NCc1cccnc1)c1cc(-c2csc3c(=O)cc(N4CCOCC4)oc23)cc2c1OCCO2,nt,50,40,53,41,18,28,50,40
OCCN1CCN(CC/C=C2/c3ccccc3Sc3ccc(C(F)(F)F)cc32)CC1,1.0*,91,79,83,60,16,nt,72,73
NC(=O)SCC(=O)Nc1ccccc1C(=O)O,122,94,111,109,nt,103,105,125,116
Cc1nn(-c2ccccc2Br)c(C)c1C(=O)Nc1ccc2ccccc2n1,48,65,84,20,72,39,61,71,79
COC(=O)C1=NNC(=S)N(c2cc(C)[nH]n2)C(=O)C1,116,100,82,111,111,113,103,99,94
CCOC(=O)n1cc(-c2nonc2-c2cn(C)c3ncccc23)c2cc(F)ccc21,96,58,95,92,78,83,72,76,86
CCOC(=O)C(C(=O)OCC)c1nc2sc3cc(Cl)c(Cl)cc3n2c(=O)c1C#N,112,88,141,94,112,93,72,100,108
Cc1cn(C2CCCCO2)c(=O)nc1NO (stereo unspecified),120,115,nt,107,119,110,104,93,110
CN1C(=O)C2(C(C#N)=C(c3ccccc3)Nc3c2c(-c2ccccc2)nn3-c2ccccc2)c2ccccc21 (stereo unspecified),99,74,136,84,67,87,88,84,102
Clc1ccc2c(-c3c4ccccc4cc4[nH]c5cc(Cl)ccc5c34)c[nH]c2c1,99,91,116,93,96,100,89,83,82
COC(=O)c1nc(=S)[nH]c(C(=O)OC)c1C(=O)c1cccnc1,103,81,140,113,109,107,103,99,111
Cc1ccc2oc(=O)cc(COc3ccc(OCc4ccccc4)cc3)c2c1,110,89,91,97,101,96,87,98,92
CC(=O)NC(Cc1cc(I)c(O)c(I)c1)C(=O)O (stereo unspecified),102,111,91,118,134,107,99,106,109
Cc1nccn1CC(=O)c1ccccc1,110,103,nt,101,94,100,98,97,104
C[C@H](c1nc2ccc(C#N)cc2[nH]1)[C@H]1CC[C@H]2[C@@H]3CCC4=CC(=O)CC[C@]4(C)[C@H]3CC[C@]12C,79,78,15,64,64,33,70,60,94
Cc1cccc2c3c(sc12)C(c1ccc(Cl)cc1)C(C#N)=C(/N=C/c1ccc(Cl)cc1)O3 (stereo unspecified),0.5*,18,-4.1*,6.5*,-15*,6.1*,23,27,50
CCOC(=O)/C=C/c1ccc(O)cc1,91,108,97,110,114,89,83,111,89
O=[N+]([O-])c1ccc(N=Nc2c(NNc3ccc([N+](=O)[O-])cn3)cc(S(=O)(=O)O)c3ccccc23)nc1,106,96,77,64,120,41,85,81,61
C=C(CN1CC=CCC1)[C@@H]1CC[C@]2(C(=O)O)CC[C@]3(C)[C@H](CC[C@@H]4[C@@]5(C)CC[C@H](O)C(C)(C)[C@@H]5CC[C@]43C)[C@@H]12,127,98,116,101,106,113,96,97,95
O=C(Nc1cccc(Cl)c1)NN(c1ccccc1)C1CCS(=O)(=O)C1 (stereo unspecified),113,nt,102,105,97,100,94,101,102
O=C(Nc1ccc(Cn2nnc3c(F)cccc32)cc1)c1ccc(C(F)(F)F)cc1,nt,63,nt,72,92,88,64,46,99
CC1CC(c2ccccc2)(c2ccccc2)C(=O)C(C)N1C (stereo unspecified),104,99,96,110,109,90,91,101,110
CCC/C=C/C=N/NC(=S)NC1CCCCC1,96,97,nt,104,111,104,103,98,96
O=C(O)CCC(NS(=O)(=O)c1ccc([N+](=O)[O-])cc1)C(=O)O (stereo unspecified),121,110,99,112,143,99,74,103,121
Cc1ccc(S(=O)(=O)Nc2ccc(-[n+]3ccc(-c4cccc(C)c4)o3)cc2)cc1,113,89,81,99,99,116,87,91,100
COc1ccc(/C=N/c2n[nH]c(-c3cccc(Cl)c3)n2)cc1,98,95,88,101,108,92,79,94,98
O=C(c1nc2ccccc2[nH]1)C1[C@@H](c2ccc(Cl)cc2Cl)C2CC3CCCCC3N2[C@@]12C(=O)Nc1cc(Cl)ccc12 (stereo partly specified),57,nt,81,27,44,30,68,51,59
CN1C(=O)C2CC(O)C(SC3CC4C(=O)N(C)C(=O)C4CC3O)CC2C1=O (stereo unspecified),118,102,111,107,108,104,nt,101,109
CCn1c(=S)[nH]c2ccccc2c1=O,115,89,106,103,106,122,nt,115,102
O=C(O)c1cn(C2CC2)c2cc(N3CCN(C(=O)N/N=C/c4ccccc4O)CC3)c(F)cc2c1=O,107,93,109,108,94,105,88,105,102
Oc1ccc(Br)cc1C=Nc1cccc2c1C(O)c1ccccc1-2 (stereo unspecified),105,100,88,101,94,111,95,89,98
CCNC(=O)N1N=C(c2ccc(N)cc2)c2cc3c(cc2CC1=O)OCO3,113,105,105,114,111,111,92,102,107
CC(=O)NC1C(O[C@H]2CC[C@]3(C)[C@H]4CC=C5[C@@H]6CC(C)(C)CC[C@]6(C(=O)OC6OCC(O)C(O)C6OC6OC(C)C(OC7OC(CO)C(O)C7O)C(OC7OC(CO)C(O)C(O)C7O)C6O)[C@H](O)C[C@@]5(C)[C@]4(C)CC[C@H]3C2(C)C)OC(COC2OCC(O)C(O)C2OC2OCC(O)C(O)C2O)C(O)C1O (stereo partly specified),71,131,103,103,14,96,61,85,97
CC1=C(C(=O)n2c3ccccc3c3ccccc32)C(c2cccc([N+](=O)[O-])c2)C(C(=O)n2c3ccccc3c3ccccc32)=C(C)N1,108,97,93,102,111,104,101,92,98
CN(C)Cc1c(O)ccc2c(C(N)=O)c(NC(=O)c3ccccc3)sc12,79,71,90,86,72,81,50,56,83
Cc1nc(NCc2ccccc2)c2cc[nH]c2n1,114,100,123,105,136,103,86,102,98
O=C(CN1C(=O)CCC1=O)Nc1ncc(Cc2cccc(C(F)(F)F)c2)s1,101,94,110,105,98,103,87,98,100
Clc1ccc(-c2nnc(N3c4ccccc4C=Cc4ccccc43)o2)cc1,91,72,87,43,82,94,78,95,89
COc1ccc(-c2c3c(nc4n[nH]c(-c5ccc(Cl)cc5)c24)-c2ccccc2C(=O)C3=O)cc1,71,42,54,-13*,14,-12*,-60*,-53*,84
CC(=O)c1cc(NS(=O)(=O)c2ccc(N)cc2)cn1C,138,96,99,105,nt,104,95,103,96
O=C(OCc1ccc([N+](=O)[O-])o1)c1ccc(Cl)cc1,107,98,90,104,95,97,113,nt,nt
O=c1[nH]c2ccccc2cc1CN1CCN(c2nccc(-c3ccc(Cl)cc3)n2)CC1,108,87,100,101,93,93,89,98,97
COc1ccc([C@@H]2c3[nH]c4ccccc4c3C[C@H]3C(=O)N(C4CCN(Cc5ccccc5)CC4)CC(=O)N23)c(OC)c1,76,78,85,84,60,60,93,96,101
CC1=CC(=O)CC(C)(C)[C@@]1(O)/C=C/[C@@H](C)O,110,81,94,112,93,112,93,90,103
Oc1ccccc1/C=N/C(/N=C/c1ccccc1O)c1ccccc1O,113,nt,114,107,133,101,88,99,99
COc1ccc(OC)c(Cn2cc(C#N)c(N)c2C(=O)c2ccc(Br)cc2)c1,30,65,87,42,42,5.0*,-29*,54,86
Nc1nc(N)c2c(n1)NC(c1ccc(F)cc1)CC(c1cccc(Nc3ccncc3)c1)=N2 (stereo unspecified),72,86,81,79,81,61,87,90,88
Cc1ccc2nc(-c3ccc(C(=O)N/N=C/c4ccccc4)cc3)[nH]c2c1,106,102,65,103,107,105,101,95,99
O=C(CN1CCN(c2cc3c(cc2F)c(=O)c(C(=O)N/N=C/c2ccc(F)cc2)cn3C2CC2)CC1)N/N=C\c1ccc(F)cc1,82,69,63,70,53,82,68,80,72
CCC(C)C(NC(=O)OC(C)(C)C)C(=O)O (stereo unspecified),106,112,111,119,123,nt,101,93,120

# Gathered by group: those above with a COOH group (9)
SMILES,COLO 205,NCI-H226,A498,NCI-H460,RXF 393,HT29,NCI-H522,NCI-H23,NCI-H322M
C[C@H]1[C@H](NC(=O)/C(=N/OC(C)(C)C(=O)O)c2csc(N)n2)C(=O)N1S(=O)(=O)O (stereo in doubt),115,111,107,117,126,95,90,98,101
C=C(C)[C@@H]1CC[C@]2(C(=O)O)CC[C@]3(C)[C@H](CC[C@@H]4[C@@]5(C)C/C(=C/c6cc(C(F)(F)F)cc(C(F)(F)F)c6)C(=O)C(C)(C)[C@@H]5CC[C@]43C)[C@@H]12,89,72,85,78,95,82,66,74,83
COc1ccc2c(c1)C(O)C(CO)C(C(=O)O)C2 (stereo unspecified),100,106,nt,111,123,110,nt,103,124
NC(=O)SCC(=O)Nc1ccccc1C(=O)O,122,94,111,109,nt,103,105,125,116
CC(=O)NC(Cc1cc(I)c(O)c(I)c1)C(=O)O (stereo unspecified),102,111,91,118,134,107,99,106,109
C=C(CN1CC=CCC1)[C@@H]1CC[C@]2(C(=O)O)CC[C@]3(C)[C@H](CC[C@@H]4[C@@]5(C)CC[C@H](O)C(C)(C)[C@@H]5CC[C@]43C)[C@@H]12,127,98,116,101,106,113,96,97,95
O=C(O)CCC(NS(=O)(=O)c1ccc([N+](=O)[O-])cc1)C(=O)O (stereo unspecified),121,110,99,112,143,99,74,103,121
O=C(O)c1cn(C2CC2)c2cc(N3CCN(C(=O)N/N=C/c4ccccc4O)CC3)c(F)cc2c1=O,107,93,109,108,94,105,88,105,102
CCC(C)C(NC(=O)OC(C)(C)C)C(=O)O (stereo unspecified),106,112,111,119,123,nt,101,93,120
